Screening results as filed in PubChem.
ABCB1 block = ABCB1 efflux pump inhibitors, primary screen, cell-based, multiplex, flow cytometry, ABCG2 counter-screen | CCRF-Adr cells, JC-1 efflux | AID 1326, 2008 | inhibition, % at 6.6 µM | ATP-dependent translocase ABCB1 (Homo sapiens), P08183 | 190,000 tested, 0.067% active; in the data active = inhibition above about 40%;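 note: 0% = vehicle and 100% = reference inhibitor; higher value means more JC-1 retained so stronger ABCB1 efflux block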
RGS7-Gao = RGS7-Galphao binding modulators, primary screen, biochemical, multiplexed bead flow cytometry. Guanine nucleotide-binding protein G(o) subunit alpha (Homo sapiens), P09471. actives lie on both sides. binding response (% of control), % at 10 µM. 220,000 tested, 0.35% active; in the data active = binding response below about 49% or above about 150%; inconclusive = no clear call, values can overlap the other calls; inactive = in between;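 note: fluorescent Galphao held in activated GDP-AlF4 state binding bead-coupled RGS7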
RGS4-Gao reg = modulators of RGS4 binding to Galphao, primary screen, biochemical, multiplexed bead flow cytometry. Guanine nucleotide-binding protein G(o) subunit alpha (Homo sapiens), P09471. actives lie on both sides. binding response (% of control), % at 10 µM. 220,000 tested, 0.33% active. AID 1415, 2008; in the data active = binding response below about 49% or above about 150%; inactive = in between;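 note: fluorescent Galphao activated with aluminum fluoride binding bead-coupled RGS4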
Bcl-W Bim block = inhibitors of Bim binding to Bcl-W, primary screen, biochemical, multiplexed, bead-based flow cytometry | Bcl-2-like protein 2 (Homo sapiens), Q92843 | Bim peptide-Bcl-W binding | inhibition, % at 10 µM | 190,000 tested, 0.02% active;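 note: 0% = bound tracer without compound and 100% = peptide blocker; higher means less fluorescent Bim peptide bound to Bcl-W beads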
ABCG2 block = ABCG2 efflux pump inhibitors, primary screen, multiplex with ABCB1, IgMXP3 cells, flow cytometry; Broad substrate specificity ATP-binding cassette transporter ABCG2 (Homo sapiens), Q9UNQ0; JC-1 efflux; inhibition, % at 6.6 µM; 190,000 tested, 0.1% active; AID 1325, 2008;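 active = inhibition above 80%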;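 note: 0% = DMSO and 100% = nicardipine control wells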
Target sequence (Q9UNQ0 whole entry, looked up): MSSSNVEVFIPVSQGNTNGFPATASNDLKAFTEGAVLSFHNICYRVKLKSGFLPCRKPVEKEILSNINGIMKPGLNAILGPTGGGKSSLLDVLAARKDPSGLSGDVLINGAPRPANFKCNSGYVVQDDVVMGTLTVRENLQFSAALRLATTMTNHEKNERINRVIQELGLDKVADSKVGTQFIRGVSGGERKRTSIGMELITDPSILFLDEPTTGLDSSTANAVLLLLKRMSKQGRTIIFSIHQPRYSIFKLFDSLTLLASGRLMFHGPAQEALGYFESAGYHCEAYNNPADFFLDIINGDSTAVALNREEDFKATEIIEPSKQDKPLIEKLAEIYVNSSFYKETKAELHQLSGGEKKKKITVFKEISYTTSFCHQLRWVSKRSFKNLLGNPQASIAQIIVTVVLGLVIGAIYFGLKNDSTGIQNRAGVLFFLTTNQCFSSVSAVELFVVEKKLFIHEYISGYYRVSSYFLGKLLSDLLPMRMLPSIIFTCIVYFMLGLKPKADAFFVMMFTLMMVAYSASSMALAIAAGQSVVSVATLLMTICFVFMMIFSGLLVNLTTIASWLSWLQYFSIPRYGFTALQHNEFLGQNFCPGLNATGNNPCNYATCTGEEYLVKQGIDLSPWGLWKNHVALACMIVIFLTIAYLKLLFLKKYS
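Times: 10 min at 25 °C | Test system: Two drug-resistant human cell lines, ABCG2 and ABCB1 | Quantity: 3 million cells/mL final, two lines in 1:1 ratio | Signal: Flow cytometry, 530 nm JC-1 signal | Dosing: Compound at 6.6 µM | Controls: Nicardipine and DMSO wells | Reagent: JC-1 as fluorescent efflux pump substrate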
Bcl-2 Bim block = inhibitors of Bim-Bcl-2 binding, primary screen, biochemical, multiplexed, human Bcl-2 family | Apoptosis regulator Bcl-2 (Homo sapiens), P10415 | Bead-based flow cytometry, Bim peptide-Bcl-2 binding | inhibition, % at 10 µM | 190,000 tested, 0.06% active | AID 950, 2007; in the data active = inhibition above about 40%; inconclusive = no clear call, values can overlap the other calls;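 note: 0% = no compound wells with probe peptide and 100% = reference peptide inhibitor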
GSH fluor = compound fluorescence on glutathione beads, profiling panel, artefact control, biophysical, 488/530 nm, flow cytometry; fluorescence (KMESF) at 10 µM; 190,000 tested, 0.25% active; GSH beads flow cytometry, compound fluorescence 488/530 nm; hits give high values; in the data active = fluorescence above about 89;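 note: glutathione beads carrying GST-tagged Bcl family fusion proteins plus one bare bead set; values are compound well signal with DMSO vehicle wells as background; inactives centre near 16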
Bim-Bcl-B = inhibitors of Bim-Bcl-B binding, primary screen, biochemical, multiplexed, human Bcl-2 family; bead-based flow cytometry, Bim peptide-Bcl-B binding; inhibition, % at 10 µM; Bcl-2-like protein 10 (Homo sapiens), Q9HD36; 190,000 tested, 0.073% active;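 note: 0% = tracer peptide without compound and 100% = reference inhibitor peptide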
RGS8-Gao reg = RGS8-Galphao binding modulators, primary screen, biochemical, multiplexed bead flow cytometry; actives lie on both sides; response (percent of control binding), % at 10 µM; 220,000 tested, 0.34% active; AID 1423, 2008; in the data active = response below about 60% or above about 140%; inactive = in between;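 note: Galphao activated as the GDP aluminium fluoride complex binding bead-coupled RGS8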
Bim-Bfl-1 = inhibitors of Bim binding to Bfl-1, primary screen, biochemical, multiplexed, bead-based flow cytometry; Bim-Bfl-1 binding inhibition; Bcl-2-related protein A1 (Homo sapiens), Q16548; inhibition, % at 10 µM; 190,000 tested, 0.12% active;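 note: 0% = wells without compound plus tracer and 100% = blocker peptide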
Bim-Bcl-XL = inhibitors of Bim-Bcl-XL binding, primary screen, biochemical, multiplexed, bead flow cytometry, human Bcl-XL. Bim peptide-Bcl-XL binding, fluorescence. inhibition, % at 10 µM. 190,000 tested, 0.04% active
Target sequence (Q07817 whole entry, looked up): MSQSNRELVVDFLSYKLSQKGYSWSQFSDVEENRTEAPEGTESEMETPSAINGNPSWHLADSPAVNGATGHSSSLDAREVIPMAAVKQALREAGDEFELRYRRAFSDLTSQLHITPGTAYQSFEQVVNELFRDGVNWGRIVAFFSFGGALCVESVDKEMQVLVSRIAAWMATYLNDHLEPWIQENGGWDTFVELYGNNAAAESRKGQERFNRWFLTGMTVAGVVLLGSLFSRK
* = called active by the depositor; ? = inconclusive; & = joins results of further samples. Cut-off read from the data, not from the text of the source, unless noted: active = inhibition above about 40%.

The opening three entries as a preview:
SMILES	ABCB1 block	RGS7-Gao	RGS4-Gao reg	Bcl-W Bim block	ABCG2 block	Bcl-2 Bim block	GSH fluor	Bim-Bcl-B	RGS8-Gao reg	Bim-Bfl-1	Bim-Bcl-XL
COC(=O)Cc1cc(=O)[nH]c(/N=C(\N)Nc2cccc(C)c2)n1	0.0	103	101	0	1	-1	14	-4	103	0	0
S=C(N/N=C/c1ccc(Cl)cc1)N1CCOCC1	0.3	101	99	2	3	3	7	-32	101	12	0
OCc1cc(CO)c(O)c(CCc2ccccc2)n1	0.1	101	107	2	0	-2	13	-2	104	0	-2

Results, repeating the preview:
SMILES	ABCB1 block	RGS7-Gao	RGS4-Gao reg	Bcl-W Bim block	ABCG2 block	Bcl-2 Bim block	GSH fluor	Bim-Bcl-B	RGS8-Gao reg	Bim-Bfl-1	Bim-Bcl-XL
COC(=O)Cc1cc(=O)[nH]c(/N=C(\N)Nc2cccc(C)c2)n1	0.0	103	101	0	1	-1	14	-4	103	0	0
S=C(N/N=C/c1ccc(Cl)cc1)N1CCOCC1	0.3	101	99	2	3	3	7	-32	101	12	0
OCc1cc(CO)c(O)c(CCc2ccccc2)n1	0.1	101	107	2	0	-2	13	-2	104	0	-2
O=C(NCc1ccco1)C1CCCN(S(=O)(=O)Cc2ccccc2)C1 (configuration not stated)	-0.1	99	102	0	0	0	20	0	102	0	-3
CC(C)n1nc(C(=O)Oc2ccc(Cl)cc2)c2ccccc2c1=O	0.8	100	99	-7	8	-10	15	-13	97	-17	-11
CCCOc1ccc(NC2=CC(=O)CC(C)(C)C2)cc1	0.7	108	113	0	1	-3	17	0	104	0	1
Cc1[nH]nc(SCC(=O)NCc2ccc(Cl)cc2)c1[N+](=O)[O-]	0.8	103	101	-2	55	-9	11	-6	101	-15	-4
COc1cc(OC)c(NC(=O)CCc2nc(-c3cccs3)no2)cc1Cl	0.3	92	89	5	2	-5	56	-8	98	-9	-4
O=C(Cc1c[nH]c2ccccc12)NC1(C(=O)NC2CCCC2)CCCCC1	-0.2	101	99	-2	-1	-1	13	-1	102	-2	-2
O=S(=O)(NCc1ccncc1)c1ccccc1	0.0	91	89	-2	5	-10	29	-8	93	-19	-8
O=C(CN(c1ccc2c(c1)OCCO2)S(=O)(=O)c1ccccc1)Nc1ccc2c(c1)OCO2	0.9	97	96	0	2	-1	21	-1	102	-2	0
CCN1C(=O)c2cccc3c(NC(=O)c4ccc5c(c4)OCCO5)ccc1c23	0.5	99	98	0	4	-4	45	-2	94	-4	-3
COc1ccc(C(=O)N2CCN(S(=O)(=O)c3ccc(F)cc3)CC2)cc1OC	0.3	101	108	2	1	0	25	3	124	0	0
N#Cc1c(N)nc(N2CCCC2)c(C#N)c1-c1ccc(Cl)cc1	0.4	97	94	2	3	-5	53	-8	99	-5	-12
O=C(c1ccc(Cl)cc1)N(c1ccccn1)C1CCCCC1	1.0	111	106	-1	5	6	10	1	106	3	0
Cc1cccc(-n2c(Cc3cc(=O)[nH]c(=O)[nH]3)nnc2SCC(=O)N2CCCCC2)c1	0.1	109	109	0	0	-7	12	-3	104	-10	0
CCn1c(SCC(=O)Nc2cc(C)on2)nnc1-c1cccs1	0.4	97	94	3	2	-8	46	-6	96	-8	-5
COc1ccc(S(=O)(=O)Cc2ccc(C(=O)NCc3ccco3)o2)cc1	0.6	100	102	1	1	-9	24	-7	105	-11	-1
CCOC(=O)c1sc(C)c2c1NC(c1ccc(N(C)C)cc1)NC2=O (configuration not stated)	0.9	98	99	0	4	1	11	-1	101	2	0
COc1cccc(NC(=O)CN(C)CC(=O)Nc2ccccc2-c2ccccc2)c1	0.5	106	104	-2	3	-3	6	-2	104	-3	-4
Cc1cc(C)n(-c2nc3c(c(=O)[nH]c(=O)n3C)n2Cc2ccc(F)cc2)n1	0.4	98	97	0	1	0	13	-1	97	-4	0
CCC1SC2=NCN(c3ccccc3)CN2C1=O (configuration not stated)	0.1	97	94	0	0	0	15	2	98	0	1
CC(C)n1nnnc1C(c1ccc(F)cc1)N1CCN(C2CCCC2)CC1 (configuration not stated)	1.2	96	102	0	5	-7	21	-8	102	-16	-4
CCN(Cc1ccccc1)S(=O)(=O)c1cc(C(=O)NCC2CCCCC2)ccc1OC	2.2	104	104	-3	22	-8	17	-10	103	-16	-8
COc1ccc(C(=O)N2CCN(C(=O)Cc3ccccc3)CC2)cc1OC	0.2	99	104	1	0	-8	33	-5	102	-12	-12
COc1cccc(C(=O)C2CCCN(Cc3cccc(-n4nc(C)cc4C)c3)C2)c1 (configuration not stated)	5.3	100	102	-4	7	-5	10	-6	98	-6	-3
Cc1nn(C)cc1C(=O)/C=C/c1ccc([N+](=O)[O-])cc1	-0.1	105	102	0	0	0	10	-3	103	-3	-1
COc1cccc(/C=c2\sc3nc(-c4cccs4)nn3c2=O)c1OC	-0.1	97	99	-2	1	-2	14	-4	99	-3	2
Cc1ccc2[nH]c(-c3cccc(F)c3)cc(=O)c2c1	0.1	99	99	-1	13	0	18	-1	98	0	-2
COC(=O)c1cccc(C(=O)Oc2cccc(Br)c2)n1	0.4	101	96	0	2	6	12	5	95	0	0
CCCCOCC(O)CCc1n[nH]c(=S)n1-c1ccccc1 (configuration not stated)	0.5	102	98	0	0	0	9	-10	97	-4	-4
C=CC[C@H]1Cc2c(cccc2[N+](=O)[O-])[C@H](CC=C)N1	0.8	98	98	3	11	1	25	-5	100	2	-1
COCCn1c(SCc2ccc(C(=O)OC)o2)nc2cc(Cl)ccc2c1=O	1.6	105	109	-1	8	-1	9	-1	102	0	2
O=C(COC(=O)C1=COCCO1)Nc1ccc(Oc2ccccc2)cc1	0.6	102	102	0	3	3	17	0	104	0	1
Cn1c(-c2ccccc2)c(CCO)c2ccccc21	0.9	99	101	0	13	-4	26	-8	101	-15	-7
O=C(NCCCCc1ccccc1)c1ccccc1Cl	0.2	91	98	1	2	-3	11	-4	99	-3	-2
Cc1cc(=O)oc2cc(OS(C)(=O)=O)ccc12	-0.1	?	102&99	-3	2	-2	11	-5	102&99	-6	-5
COC(=O)c1cc(S(=O)(=O)N2CCOCC2)c(N2CCOCC2)cc1N1CCOCC1	-0.5	96	99	-2	-3	1	32	-3	93	-4	-7
Cc1nc(CSc2nnc3scc(-c4ccc(Cl)cc4)n23)cs1	1.2	103	99	-1	7	-8	61	-8	102	-11	4
O=C(NCCc1cccs1)c1cccs1	-0.4	97	100	0	9	-3	19	-8	100	-6	0
CCOC(=O)c1sc2nc3n(c(=O)c2c1C)CCCCC3	0.9	97	101	2	3	-4	68	-3	101	-4	-1
CCOC(=O)N1CCC(N2CC34C=CC(O3)C(C(=O)Nc3ccc(C)cc3)C4C2=O)CC1 (configuration not stated)	0.6	95	97	0	2	-3	20	-3	97	-6	-1
O=C(c1ccc(S(=O)(=O)NCC2CCCO2)cc1)N1CCN(c2ccccc2)CC1 (configuration not stated)	0.1	104	101	-2	0	-6	23	-1	104	-6	-3
Cc1ccc(N2CCN(C(=O)c3ccccc3NC(=O)C3CCCCC3C(=O)O)CC2)cc1 (configuration not stated)	2.6	99	102	1	10	2	22	0	102	0	1
COCC(=O)Nc1nc(-c2ccc(C)cc2)c(C)s1	0.2	101	100	0	1	-1	17	3	104	3	2
Cc1cccc(NC(=O)CN2CCC(NC(=O)C3CCCCC3)CC2)c1C	1.1	103	104	-7	8	-7	16	-8	102	-12	-7
CN(CC(=O)Nc1ccccc1Cl)CC(=O)Nc1c(F)cccc1F	0.0	96	100	-2	2	-5	13	-6	98	-7	-3
O=C(CCSc1nnc(-c2ccco2)o1)N1CCOCC1	-0.1	92	90	-11	0	-3	9	-2	98	-1	-13
O=C(Nc1nc2c(s1)CCCC2)c1cc(-c2ccncc2)nc2ccccc12	1.4	98	101	-3	2	0	18	-9	100	-10	-5
COc1cccc(C2NC(=S)NC3=C2CCc2ccccc23)c1 (configuration not stated)	0.2	93	94	-3	2	-6	17	-15	95	-8	-6
CN(C)/C=C(/C(=O)c1ccc(Cl)cc1)S(C)(=O)=O	0.7	102	107	-1	3	-1	13	1	101	3	1
CCOc1ccc(NC(=S)c2ccncc2)cc1	0.5	104	100	-3	4	-3	8	-31	101	8	-9
Cc1nc(C)c(NC(=O)N2CCc3ccccc32)cc1NC(=O)N1CCc2ccccc21	-0.4	98	95	0	9	-1	52	3	103	5	1
C=CCNC(=S)Nc1ccc(C(N)=O)cc1	0.4	98	99	-5	3	-7	19	-7	99	-3	-6
Cc1cc(C)nc(SC(C)C(=O)Nc2ccc(S(N)(=O)=O)cc2)n1 (configuration not stated)	0.2	100	101	-1	1	-8	26	-6	105	-5	-5
O=C(c1c[nH]c2ccccc12)N1CCN(c2ccccc2)CC1	0.4	?	101	-2	2	-3	15	-4	102	-5	-3
CCCCOCCCNC(=O)CC(C)c1ccccc1 (configuration not stated)	0.7	99	99	3	2	-6	12	0	97	-17	3
CCC1=C/C(=C/N(C)c2ccccc2)C(=O)S1	-0.5	104	98	2	7	-9	41	-31	100	-2	-9
CCCOc1ccc(S(=O)(=O)n2cc(Br)c(=O)[nH]c2=O)cc1	0.3	100	99	-1	0	-9	8	-2	101	-5	-4
CC1=CC(C2CC(=O)N(c3ccccc3C)C2=O)CC2C(=O)N(c3ccccc3C)C(=O)C12 (configuration not stated)	0.7	94	98	-3	4	-3	12	-10	98	-4	-7
COc1ccc(S(=O)(=O)N2CCc3ccccc32)cc1NC(C)=O	2.4	?	100	-1	6	1	16	0	101	4	-3
O=C(Nc1ccc2c(c1)OCO2)C1CCN(Cc2cnn(-c3ccccc3)c2-n2cccc2)CC1	0.7	37*	79	-6	2	-6	44	-7	56*	-5	-2
O=C(Nc1ccc2c(c1)OCO2)c1ccc[n+]([O-])c1	-6.6	90	91	-2	-4	0	28	-1	99	-2	-2
